Screens deposited in PubChem BioAssay by several laboratories.
ROCK2 blocker: blocks human Rho kinase 2 activity; O75116; purified ROCK2, Kinase-Glo ATP depletion luminescence; inhibition, % at 6 µM; 0.35% of 60,000 active; AID 604;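 active = inhibition above the screen-wide mean inhibition plus 3 SD, cut at about 18% in these data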;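 also: plate controls were DMSO wells for no effect and Y-27632 control wells after no-enzyme background subtraction for full effect; many of its hits are not listed in these tables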
Cdc25B inh: human M-phase inducer phosphatase 2 inhibition. P30305. recombinant Cdc25B, OMFP fluorescence Ex485/Em525. inhibition, %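 (compounds tested at 10 µM final in the well)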. 0.1% of 65,000 active. AID 368; in the data active = inhibition above about 50%
Target sequence (P30305 whole entry, looked up): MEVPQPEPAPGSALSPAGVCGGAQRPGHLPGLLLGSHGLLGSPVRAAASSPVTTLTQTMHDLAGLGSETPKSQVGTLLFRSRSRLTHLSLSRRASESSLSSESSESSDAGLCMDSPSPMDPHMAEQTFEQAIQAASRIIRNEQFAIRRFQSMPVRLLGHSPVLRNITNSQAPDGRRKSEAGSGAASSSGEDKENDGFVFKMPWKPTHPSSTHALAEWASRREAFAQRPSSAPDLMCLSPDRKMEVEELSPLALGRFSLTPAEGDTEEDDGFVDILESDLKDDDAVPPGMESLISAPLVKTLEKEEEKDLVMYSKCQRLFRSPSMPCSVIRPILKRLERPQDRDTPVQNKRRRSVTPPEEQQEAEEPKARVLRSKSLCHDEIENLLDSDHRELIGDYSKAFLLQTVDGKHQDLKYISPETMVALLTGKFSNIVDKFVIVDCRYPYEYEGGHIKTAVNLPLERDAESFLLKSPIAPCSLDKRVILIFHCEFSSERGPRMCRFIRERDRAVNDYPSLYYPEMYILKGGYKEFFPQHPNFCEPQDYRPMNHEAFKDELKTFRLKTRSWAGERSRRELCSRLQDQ
PKA inh: PKA (human) kinase inhibition; P17612; PKA Kemptide phosphorylation, Kinase-Glo ATP luminescence; inhibition, % at 6 µM; 0.1% of 65,000 active; AID 524;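 active = inhibition above the screen-wide mean inhibition plus 3 SD, cut at about 21% in these data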; also: many of its hits are not listed in these tables
Hsp90 inh: displaces geldanamycin probe from tumor Hsp90; P07900; NCI-N417 lysate Hsp90, Cy3B-geldanamycin FP displacement; inhibition, % at 30 µM; 0.35% of 64,000 active; AID 429;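 active = inhibition above 50%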;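 also: 0% = tracer plus lysate wells and 100% = tracer alone without lysate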
Autofluor 339: intrinsic fluorescence of library compounds, ex339/em460 – biochemical, MLSMR library, data from DPM-DC assay, artefact control, profiling panel | 5.5% of 65,000 active | AID 709 | compound autofluorescence, ex339/em460 nm, NADH buffer; stronger effect = higher value; 1 = no-compound wells, NADH background | fluorescence fold increase at 10 µM;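 active = at 10 µM, mean starting fluorescence two-fold or more over control wells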;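 also: signal is the first read of a kinetic run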
MKP-1 inh: blocks human MKP-1 phosphatase activity | P28562 | recombinant MKP-1, OMFP hydrolysis fluorescence | inhibition, %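 (compounds tested at a single concentration somewhere between 10 and 100 µM)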 | 0.15% of 65,000 active | AID 374;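 active = inhibition above about 50%, limit read from the data; inconclusive = inhibition over screen mean plus 3 SD, below that limit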;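 also: 0% = DMSO max control wells and 100% = wells with enzyme stopped by NaOH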
Target sequence (P28562 whole entry, looked up): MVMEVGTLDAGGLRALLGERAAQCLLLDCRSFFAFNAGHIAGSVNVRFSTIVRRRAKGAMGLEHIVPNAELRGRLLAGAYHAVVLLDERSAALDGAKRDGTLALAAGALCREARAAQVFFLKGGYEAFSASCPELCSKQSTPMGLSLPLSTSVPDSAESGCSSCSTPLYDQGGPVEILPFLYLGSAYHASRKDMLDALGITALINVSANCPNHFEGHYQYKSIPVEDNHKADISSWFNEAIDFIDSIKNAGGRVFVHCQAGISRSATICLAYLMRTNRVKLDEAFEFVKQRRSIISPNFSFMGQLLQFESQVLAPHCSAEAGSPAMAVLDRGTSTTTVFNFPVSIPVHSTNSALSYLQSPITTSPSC
JNK3 blocker: blocks human JNK3 kinase activity; P53779; purified JNK3 kinase activity, HTS; inhibition, % at 8 µM; 0.61% of 60,000 active; AID 746; in the data active = inhibition above about 17%;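 also: 0% = DMSO and 100% = reference inhibitor; many of its hits are not listed in these tables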
Her2 expr inh: lowers expression of human Her2 kinase. SKBR-3 HER2 protein level, AlphaScreen, 18-24 h; stronger effect = lower value. HER2 level % of control, % at 10 µM. 0.69% of 65,000 active;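 active = HER2 level under 5% of the carrier-only control; inconclusive = no clear call, values can overlap the other calls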;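 also: 100% = DMSO carrier and 0% = 500 nM PU-H71 HSP90 inhibitor; lower value means stronger loss of Her2 protein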
Abs 340nm: compounds absorbing at 340 nm; 65,000 tested, under 10 active; AID 708; fold change at 10 µM; compound absorbance at 340 nm, fold over control;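 active = at 10 µM dose, initial 340 nm absorbance at least 2 fold that of control wells; inactive = change under 2 fold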;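 also: initial absorbance extrapolated from kinetic A340 decline of NADH oxidation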
The depositor's hits bear a star; ? = inconclusive; . = not tested or not shown. Some of the compounds tested. The share of hits here may be higher or lower than overall.

SMILES | ROCK2 blocker | Cdc25B inh | PKA inh | Hsp90 inh | Autofluor 339 | MKP-1 inh | JNK3 blocker | Her2 expr inh | Abs 340nm
N#CCSc1n[nH]c2nc3c(c(=O)n12)C1(CCCC1)Cc1ccccc1-3 | . | -5 | 3 | . | 2.2* | 30 | . | 65 | 1.1
CCOC(=O)C1=C(C)Nc2nnnn2C1c1c[nH]c2ccccc12 (stereo not drawn) | 4 | 1 | 7 | -12 | 1.1 | -2 | -3 | 131 | 1
COc1ccc(-c2nc(C#N)c(NCCCN(C)C)o2)cc1OC | 6 | -9 | 9 | -1 | 3.1* | -12 | -10 | 128 | 1
C/C(=C1/SC(N2CCCC2)=NC1=O)c1ccc(Br)cc1 | -2 | -6 | -3 | -1 | 1 | 15 | -5 | 123 | 1.1
O=C1[C@@H]2[C@H](C(=O)N1n1cnnc1)[C@H]1C=C[C@@H]2C1 | -2 | 7 | 6 | -1 | 1 | -29 | -2 | 74 | 1
CCCOC(=O)c1ccc(NC(=O)CCC(=O)OCC)cc1 | 3 | -9 | -2 | -5 | 1.1 | 4 | 0 | 122 | 1
O=C(c1ccco1)N1CCN(c2nc3ccsc3c(=O)s2)CC1 | -5 | 3 | -11 | -4 | 1.1 | 41 | -3 | 104 | 1.1
Cc1csc(NC(=O)c2cnc3ccccn3c2=O)n1 | -1 | -11 | 1 | -3 | 1.2 | 1 | -6 | 95 | 1.1
COc1ccc(CCN2CC(C(=O)O)CC2=O)cc1 (stereo not drawn) | 1 | 3 | 0 | -8 | 1.1 | 9 | 1 | 106 | 1
CN1CCCN(C(=O)c2ccc(Cl)c(S(=O)(=O)N(C)c3ccccc3)c2)CC1 | . | 6 | 8 | . | 1.2 | 11 | . | 130 | 1
CC1(C)CC(=O)c2sc(NC(=O)CN3CCOCC3)nc2C1 | 3 | -13 | 6 | -4 | 1.2 | 10 | 1 | 67 | 1.1
Cn1c(=O)[nH]c(=O)c2c1nc(NCc1ccco1)n2CCCc1ccccc1 | 4 | 1 | -3 | -7 | 1.1 | 27 | -6 | 109 | 1
COc1cc(C(=O)N2CCN(C(=O)C3CC3)CC2)cc(OC)c1OC | 4 | -7 | -7 | 1 | 1.1 | -34 | 0 | 104 | 0.97
CCc1ccccc1NC(=O)N[C@@H](C)C(=O)O | 0 | -2 | 4 | -2 | 1.1 | -20 | 1 | 87 | 1
CCC(Sc1nccn1C)C(=O)Nc1nnc(C)s1 (stereo not drawn) | 4 | -11 | 8 | -2 | 1.1 | -3 | 4 | 99 | 1
Cc1ccc(C)c(/C(O)=C2\C(=O)C(=O)N(CCCN3CCOCC3)C2c2cccnc2)c1 (stereo not drawn) | 2 | -12 | 3 | -4 | 1 | -8 | -3 | 87 | 1.1
N#Cc1ccccc1N=C1CCCN1Cc1ccccc1 | 4 | -4 | 10 | 0 | 1 | -2 | 4 | 125 | 1
NC(=O)c1ccccc1N=Cc1ccccn1 | -1 | -13 | 10 | -1 | 5* | 8 | 3 | 120 | 1
Cc1nnc(NC(=O)c2c(F)c(F)c(F)c(F)c2F)s1 | -4 | 1 | -6 | 1 | 1.1 | 2 | -2 | 96 | 1
CCOC(=O)CC(N)c1ccc2c(c1)OCO2 (stereo not drawn) | 2 | 3 | 1 | -1 | 1.1 | 16 | -6 | -21* | 1.1
Cc1ccc(CCNC(=O)C2CCN(S(=O)(=O)c3c(C)nn(C)c3C)CC2)cc1 | 0 | -15 | 1 | -4 | 1 | 6 | -1 | 105 | 1
Cn1cccc1C(=O)NC(=O)CSc1nnc(C2CC2)n1-c1ccccc1 | 4 | 2 | 3 | -6 | 1 | 16 | 5 | 110 | 0.98
CCn1c(SCC(=O)NCCc2ccc(Cl)cc2)nnc1-c1cccs1 | 6 | -3 | 7 | -5 | 1 | 6 | 2 | 107 | 1
CCOC(=O)c1sc2nc(CC(=O)OC)nc(NCCN3CCOCC3)c2c1C | . | -2 | 6 | -3 | 1.5 | -8 | . | 90 | 1.1
CCN(C(=O)CN1CCN(C)CC1)c1cccc2ccccc12 | -4 | -6 | -7 | -1 | 0.98 | 15 | -6 | 106 | 1.1
Cn1c(=O)[nH]c(=O)c2c1nc(N(CCO)Cc1ccccc1)n2Cc1ccccc1Cl | -2 | 10 | 0 | 2 | 1.1 | 7 | -2 | 113 | 1
COc1ccc(S(=O)(=O)N(C)CC(=O)Nc2c(F)cccc2F)cc1 | -1 | -1 | -2 | -2 | 1.1 | 18 | 2 | 56 | 1
O=C(NC1=NCCS1)Nc1ccccc1 | -4 | -13 | 1 | -2 | 1.1 | 7 | -10 | 96 | 1
CCOC(=O)Cn1nc(C)c2ccccc2c1=O | 3 | -1 | 4 | -4 | 1 | 7 | 3 | 78 | 1
COc1ccc(Cn2nnnc2C(c2cc3cc(C)ccc3[nH]c2=O)N2CCOCC2)cc1 (stereo not drawn) | 6 | -3 | 8 | -3 | 1.7 | 18 | 2 | 106 | 1

Some of the entries so far, with two lines to a compound:
Sequence of screens – ROCK2 blocker | Cdc25B inh | PKA inh | Hsp90 inh | Autofluor 339 | MKP-1 inh | JNK3 blocker | Her2 expr inh | Abs 340nm
N#CCSc1n[nH]c2nc3c(c(=O)n12)C1(CCCC1)Cc1ccccc1-3
 : . | -5 | 3 | . | 2.2* | 30 | . | 65 | 1.1
CCOC(=O)C1=C(C)Nc2nnnn2C1c1c[nH]c2ccccc12 (stereo not drawn)
 : 4 | 1 | 7 | -12 | 1.1 | -2 | -3 | 131 | 1
COc1ccc(-c2nc(C#N)c(NCCCN(C)C)o2)cc1OC
 : 6 | -9 | 9 | -1 | 3.1* | -12 | -10 | 128 | 1
C/C(=C1/SC(N2CCCC2)=NC1=O)c1ccc(Br)cc1
 : -2 | -6 | -3 | -1 | 1 | 15 | -5 | 123 | 1.1
O=C1[C@@H]2[C@H](C(=O)N1n1cnnc1)[C@H]1C=C[C@@H]2C1
 : -2 | 7 | 6 | -1 | 1 | -29 | -2 | 74 | 1
CCCOC(=O)c1ccc(NC(=O)CCC(=O)OCC)cc1
 : 3 | -9 | -2 | -5 | 1.1 | 4 | 0 | 122 | 1
O=C(c1ccco1)N1CCN(c2nc3ccsc3c(=O)s2)CC1
 : -5 | 3 | -11 | -4 | 1.1 | 41 | -3 | 104 | 1.1
Cc1csc(NC(=O)c2cnc3ccccn3c2=O)n1
 : -1 | -11 | 1 | -3 | 1.2 | 1 | -6 | 95 | 1.1
COc1ccc(CCN2CC(C(=O)O)CC2=O)cc1 (stereo not drawn)
 : 1 | 3 | 0 | -8 | 1.1 | 9 | 1 | 106 | 1

(list continues)
SMILES | ROCK2 blocker | Cdc25B inh | PKA inh | Hsp90 inh | Autofluor 339 | MKP-1 inh | JNK3 blocker | Her2 expr inh | Abs 340nm
Cc1csc(=O)n1CCC(=O)O | 7 | -17 | 6 | 0 | 1.1 | -2 | -1 | 107 | 1
COc1ccc(C2C3=C(CC(C)(C)CC3=O)Oc3ncn(CC(C)C)c(=N)c32)cc1 (stereo not drawn) | 2 | -4 | 3 | -8 | 1.1 | -4 | 0 | 129 | 1
O=C1C(C=NCCN2CCOCC2)=C(O)c2ccccc21 | . | -17 | . | . | 1 | 13 | . | . | 1.1
Cn1c(Cn2c(=O)sc3ccccc32)nnc1SCc1cccc(F)c1 | -2 | -18 | -10 | 0 | 1.1 | 4 | -7 | 105 | 1
Cc1[nH]c2ccc(-c3nnc(SCC(=O)c4ccccc4F)o3)cc2c1C | 2 | 17 | 8 | -7 | 1.3 | ? | 2 | 77 | 1
CCOc1ccc(-n2c(=O)cc(N3CCN(c4ccccc4)CC3)[nH]c2=O)cc1 | 4 | -12 | 10 | 0 | 1.1 | 13 | 0 | 102 | 0.97
O=C(CSc1nnc2sc3ccccc3n12)NCc1ccco1 | 4 | -2 | 4 | -2 | 1.1 | 1 | -1 | 101 | 1
O=C(Oc1cc2oc(=O)c3c(c2cc1Cl)CCCC3)c1ccco1 | 6 | -16 | 14 | -1 | 2.5* | -8 | 6 | 76 | 1.1
CCc1ccc2[nH]c(=O)c(CN(CCN(C)C)C(=O)Nc3ccccc3OC)cc2c1 | 8 | -2 | 4 | -2 | 1.3 | 18 | -6 | 92 | 1.1
Cc1csc2ncc(C(=O)Nc3ccc(C(F)(F)F)cc3)c(=O)n12 | 2 | -12 | 5 | -2 | 1.2 | 9 | -6 | 56 | 1.1
Cc1ccc(Nc2nc(CSc3nnnn3-c3ccccc3)cs2)cc1 | 5 | -1 | 8 | -5 | 1 | 41 | -8 | 89 | 1
O=C(O)C1C2C=CC(C2)C1C(=O)Nc1ccc2c(c1)OCCO2 (stereo not drawn) | 6 | -1 | 10 | -7 | 1.1 | -17 | 7 | 74 | 1
CC1CN(c2ncnc3c2cnn3-c2ccc(Cl)cc2)CC(C)O1 (stereo not drawn) | 5 | 1 | 6 | -1 | 1.1 | 2 | 5 | 77 | 1
CCOC(=O)N1CCN(c2cc3[nH]c(=S)[nH]c3cc2F)CC1 | 6 | 6 | 6 | 0 | 1.1 | -7 | 2 | 111 | 1
O=C(COC(=O)C1(c2ccccc2F)CCCC1)N1CCN(C(=O)c2ccco2)CC1 | . | -8 | 0 | . | 1.1 | 1 | . | 117 | 1
CCOC(=O)N1CCC(N2C(=O)c3ccccc3C2Nc2ccc(Cl)cn2)CC1 (stereo not drawn) | 5 | -22 | 2 | -1 | 1.1 | 6 | 3 | 94 | 1
COC(=O)c1ccccc1NC(=O)c1nc2nc(C)cc(C(F)F)n2n1 | 2 | -8 | 6 | -7 | 1.1 | 3 | 1 | 71 | 1.1
CCCOC(=O)CCc1n[nH]c(=O)[nH]c1=O | -4 | 0 | 0 | 0 | 1.1 | 8 | -5 | 81 | 0.98
Cc1noc(C)c1COC(=O)COc1ccc2c(C)cc(=O)oc2c1 | 17 | -1 | 5 | -3 | 1.6 | -5 | 5 | 102 | 1.1
Cc1c(NC(=O)CSc2nc3c(cnn3-c3ccccc3)c(=O)[nH]2)c(=O)n(-c2ccccc2)n1C | 6 | -6 | 10 | -4 | 0.95 | -4 | -6 | 53 | 1
Cc1c(C(=O)O)oc2ccc(S(=O)(=O)NCc3ccc(F)cc3)cc12 | 5 | -9 | 6 | -4 | 1.1 | 18 | 1 | 109 | 1
CCOC(=O)C(C)n1cnc2c(oc3ccccc32)c1=O (stereo not drawn) | 0 | 10 | 7 | -4 | 1.1 | 7 | -10 | 107 | 1
N#CC1=C(N)Oc2n[nH]c(-c3ccc(F)cc3)c2C1c1cccc(OC(=O)N2CCOCC2)c1 (stereo not drawn) | . | 2 | 0 | -3 | 1.1 | 42 | . | 90 | 1
COc1ccccc1CNC(=O)c1ccc(CS(=O)(=O)c2ccccc2OC)o1 | 7 | -7 | 12 | -2 | 1 | 16 | -2 | 104 | 1
Cc1cc2oc(=O)cc(CN3CCN(C/C=C/c4ccccc4)CC3)c2cc1O | -8 | -7 | -5 | -7 | 1.3 | 18 | -11 | 77 | 1
O=P(O)(CCCP(=O)(O)CCc1ccccc1)CCc1ccccc1 | -3 | 0 | 1 | 3 | 1.1 | 19 | 8 | 123 | 1
COC(=O)c1[nH]c2ccc(C)cc2c1NC(=O)CN1CCCC(C)(C)C1 | 3 | 5 | 4 | -4 | 1.8 | 2 | 3 | 54 | 1
